# Screens (PubChem)
# TCR CD3 inh: human TCR-CD3 binding inhibition | inhibition, % at 9.4 µM | AID 651800 | 360,000 tested, 0.37% active | TAMRA-labeled TCR probe fluorescence, biochemical; in the data active = inhibition above about 19%;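 note: recombinant mutant TCR 2C K166C tagged with TAMRA read by polarization; 0% = receptor in buffer alone and 100% = receptor with positive control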
# UHRF1 MBD2 ctr: human UHRF1 methylated DNA binding inhibitors; Q96T88; UHRF1 binding to methylated oligo, TR-FRET; inhibition, % at 4.4 µM; 370,000 tested, 0.75% active; AID 687016; in the data active = inhibition above about 21%;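 note: UHRF1 SRA domain binding a hemimethylated CpG hairpin DNA probe; 0% = median of test compound wells and 100% = reference inhibitor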
# SIAE primary: human SIAE inhibition, primary screen. inhibition, % at 9.66 µM. SIAE FP-Rh probe binding, fluorescence polarization. 370,000 tested, 0.69% active;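 active = inhibition above a cutoff: mean of compounds within the control limits plus 3 SD of those, cut at about 17% in these data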;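 note: 0% = plate median of compound wells and 100% = probe without SIAE protein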
# MBD2 DNA inh: inhibitors of human MBD2 binding to methylated oligonucleotide. Q9UBB5. TR-FRET. inhibition, % at 4.4 µM. 370,000 tested, 0.31% active. AID 686964; in the data active = inhibition above about 13%
# Target sequence (Q9UBB5 whole entry, looked up): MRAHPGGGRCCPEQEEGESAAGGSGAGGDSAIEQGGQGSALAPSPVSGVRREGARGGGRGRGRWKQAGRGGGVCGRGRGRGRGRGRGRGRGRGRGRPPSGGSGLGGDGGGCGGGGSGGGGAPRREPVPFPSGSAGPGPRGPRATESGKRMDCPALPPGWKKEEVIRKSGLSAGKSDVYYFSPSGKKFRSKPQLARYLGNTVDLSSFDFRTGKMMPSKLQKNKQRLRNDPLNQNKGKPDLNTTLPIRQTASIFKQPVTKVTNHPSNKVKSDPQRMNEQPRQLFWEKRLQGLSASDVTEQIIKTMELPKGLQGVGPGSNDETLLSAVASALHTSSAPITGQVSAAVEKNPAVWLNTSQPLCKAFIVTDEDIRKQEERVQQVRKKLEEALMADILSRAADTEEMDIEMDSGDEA
# mABHD4 FP: inhibits mouse alpha/beta hydrolase domain 4. purified mABHD4, FP-Rh probe fluorescence polarization. inhibition, % at 8.92 µM. 370,000 tested, 0.54% active. AID 720543;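 active = inhibition exceeding the mean over every tested compound plus 3 SD, cut at about 30% in these data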;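 note: 0% = plate median of compound wells and 100% = S159A mutant with DMSO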
#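 Assay system: wild-type mouse ABHD4 protein; compound: single nominal dose of 8.92 µM, 0.89% DMSO final; schedule: 45 min + 60 min at 25 °C; measured by: FP readout, ex 525 nm / em 598 nm; evaluation: % inhibition of FP-Rh probe binding versus controls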
# GC-A act: GC-A (human) enzyme activation. P16066. HEK293 GC-A cells, cGMP TR-FRET, EC30 ANP; 0% at EC30 ANP, 100% saturating ANP. activation, % at 10 µM. 370,000 tested, 0.14% active; in the data active = activation above about 40%
# PRMT1 inh: blocks human protein arginine methyltransferase 1; recombinant PRMT1, activity-based probe fluorescence polarization; 370,000 tested, 1.3% active; inhibition, % at 2.79 µM; Q99873;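 active = inhibition above about 21% made by adding two undisclosed values, limit read from the data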
# HTRA1 inhibitor: inhibitors of human serine peptidase HTRA1. Q92743. recombinant HTRA1, FP-rhodamine activity-based probe, fluorescence polarization. inhibition, % at 5.96 µM. 340,000 tested, 0.5% active; in the data active = inhibition above about 36%;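 note: 0% = enzyme with DMSO and 100% = wells lacking enzyme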
# Target sequence (Q92743 whole entry, looked up): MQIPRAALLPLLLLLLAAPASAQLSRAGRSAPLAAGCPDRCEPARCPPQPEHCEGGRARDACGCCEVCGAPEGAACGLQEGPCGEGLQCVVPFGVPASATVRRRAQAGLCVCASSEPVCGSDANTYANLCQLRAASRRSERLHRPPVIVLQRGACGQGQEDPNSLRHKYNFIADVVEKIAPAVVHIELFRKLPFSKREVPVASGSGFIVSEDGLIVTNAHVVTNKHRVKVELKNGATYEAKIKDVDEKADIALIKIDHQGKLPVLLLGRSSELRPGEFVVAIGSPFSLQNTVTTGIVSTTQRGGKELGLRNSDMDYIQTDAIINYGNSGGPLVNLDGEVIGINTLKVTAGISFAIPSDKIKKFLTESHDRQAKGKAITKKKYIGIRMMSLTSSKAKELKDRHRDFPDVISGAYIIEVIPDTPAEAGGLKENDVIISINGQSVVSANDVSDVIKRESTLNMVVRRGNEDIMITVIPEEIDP
# GC-B act: GC-B (human) receptor activation; activation, % at 10 µM; HEK293-GC-B cells, CNP EC30, cGMP TR-FRET; 0% at EC30 CNP, 100% saturating CNP; 370,000 tested, 0.11% active; P20594; AID 1920062;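 active = activation at 10 µM reaching about 35% in either raw or pattern-adjusted values, limit read from the data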
# rCAG binder: r(CAG) repeat RNA binding; TO-PRO-1 dye displacement fluorescence; 370,000 tested, 1.3% active; AID 651821; inhibition, % at 3 µM;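 active = inhibition above the plate cutoff, the mean of all test compounds on that plate plus 3 SD, cut at about 35% in these data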;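 note: 0% = DMSO alone and 100% = 100 µM mitoxantrone as full dye displacement; higher means more dye released from RNA so lower well fluorescence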
# * marks the source's active call; other numbers are inactive results; . = not tested or not shown. Only part of the results is shown; count on the stated rates, not on these rows.
# Each structure is followed by: MBD2 DNA inh, mABHD4 FP, UHRF1 MBD2 ctr, rCAG binder, TCR CD3 inh, GC-B act, SIAE primary, GC-A act, HTRA1 inhibitor, PRMT1 inh
- CCOC1=C2[C@@H](CN(S(=O)(=O)c3ccc(C)cc3)[C@H]2c2ccccc2F)[C@H]2C(=O)N(C3CCCCC3)C(=O)[C@H]2C1
 : -1, 0, 2, 3, -8, 0, 4, 0, ., -1
- CC(C)C(N)c1csc(Nc2ccccn2)n1 (stereo unspecified)
 : 0, 2, -2, 6, -4, -2, 5, 6, ., 1
- O=S(=O)(Nc1cccc(F)c1)c1ccc(S(=O)(=O)N2CCOCC2)cc1
 : 3, -2, 3, 5, 2, 2, -2, -1, 5, 1
- COc1ccc(-n2ncc3c2CC(C)(C)CC3NC(=O)CSc2ccccn2)cc1 (stereo unspecified)
 : -5, 4, 0, -8, -4, 6, 0, 1, -5, 0
- N#C/C(=C\c1cc2ccccc2nc1N1CCOCC1)C(=O)Nc1ccc(N2CCOCC2)cc1
 : 3, 0, 3, 1, -8, 12, 20*, 15, 0, 1
- COc1cc(C(=O)Nc2ccc(Cl)c(C(F)(F)F)c2)cc(OC)c1OC
 : 3, -50, -4, 2, 3, -5, -36, -7, -42, -3
- O=C(NCCN1CCOCC1)c1ccc(CSc2nc3ccncc3n2Cc2ccc(F)cc2)cc1
 : 3, -5, -2, 3, 11, 3, 0, 0, 1, 0
- CN(C)CCNC(=S)Nc1cccc(Cl)c1
 : 4, 3, 0, -3, -2, -4, 5, -1, 3, -4
- COc1ccc2c3c([nH]c2c1)[C@]1(CCNC=O)Nc2ccccc2C1=NCC3
 : -6, 7, 0, ., ., -1, 0, -4, ., 2
- COCCNC(=O)c1ccc(N2CCCCC2)c(NS(=O)(=O)c2ccc(C)cc2)c1
 : 0, -4, 2, 3, -4, 4, -1, 6, 1, 4
- Cc1ccccc1C(=O)Nc1ccccc1C(=O)NC1CC1
 : -1, 1, -1, -2, 7, 5, -7, 2, 6, 0
- CCCCCCSC1=C(C#N)C(=O)NC2(CCCCC2)S1
 : -3, -16, 3, 70*, 0, -1, -6, 8, -20, 6
- O=C(c1cccc(C(F)(F)F)c1)C1CCCN(C(=O)C2CCOCC2)C1 (stereo unspecified)
 : -3, 3, -3, -10, 1, 4, -2, 10, 0, -1
- CCOC(=O)C1CN(S(=O)(=O)c2cc(OC)ccc2OC)C1
 : -3, 0, 1, -1, 0, -2, 12, -1, 3, 1
- COCCSc1nnc(NS(=O)(=O)Cc2ccccc2)s1
 : -4, -3, 1, 3, -7, 1, -2, 2, -1, -2
- CC(=O)Nc1cc2c(cc1NC(=O)Cn1nc(-c3ccccc3)ccc1=O)OCCO2
 : 2, -4, 5, -2, -3, -6, 5, 0, 4, -3
- Cc1ccc(C)c(CSc2nnc(-c3ccccn3)n2N)c1
 : 1, -4, 0, -1, -9, 1, -8, 0, -3, 0
- CN(CCNC(=O)CCNC(=O)Cn1ccc2ccccc2c1=O)Cc1ccccc1
 : 6, 1, 1, -3, -2, 2, -1, -2, -4, 4
- CCn1c(C)csc1=NC(=O)c1ccccc1O
 : -1, 2, 1, 3, 6, -6, -3, 5, -5, 1
- Cc1ccc(-c2nc(NC(=O)c3cc(C(C)(C)C)nn3C)sc2C)cc1Cl
 : 2, 4, -1, 3, 4, -6, -5, 4, -4, -3
- CCN(/C(N)=N/c1nc(C)cc(C)n1)c1ccccc1
 : 4, 3, 0, 1, 2, -15, -2, -45, 1, 1
- Nc1[nH]c(=S)[nH]c(=O)c1-c1ccccc1
 : -6, -1, 1, -2, -9, 4, 4, 0, -4, -3
- Cc1ccn2c(=O)nc(SCC(=O)N3CCCCCC3)nc2c1
 : 1, 3, -1, 5, 2, 4, 4, 4, 2, 1
- Cc1cc(Br)ccc1NC(=O)CN(C)C(=O)C1CSC2(C)CCC(=O)N12 (stereo unspecified)
 : 1, -2, 0, -2, 5, 1, -5, 1, -2, -2
- CCNC(=O)C1(C)CCCN(Cc2cccc3ccccc23)C1 (stereo unspecified)
 : 5, 4, 5, -2, -6, -3, 12, 1, ., -1
- O=C(Nc1cccc(NC(=O)c2cccs2)c1)c1cccnc1
 : -2, 3, 2, 1, 8, 6, -10, -1, -13, 1
- O=C(C1CCCN(c2ncnc3c2nc2n3CCCCC2)C1)N1CCN(c2ccc(F)cc2)CC1 (stereo unspecified)
 : 3, 2, 1, -6, 1, 0, -7, -2, -7, -1
- CCCCNc1cccc2c1S(=O)(=O)N[C@@H](Cc1ccccc1)CO2
 : 2, -22, 0, 2, -2, -5, -4, -3, ., -2
- COc1ccc(C2CC(=O)C(C=NCCO)=C(O)C2)cc1 (stereo unspecified)
 : -7, 4, -4, 0, 6, -1, 9, 1, 6, -1
- C=CCNC(=S)N1CCN(c2ncc3c(=O)c(C(=O)O)cn(CC)c3n2)CC1
 : -5, 6, -4, 1, 3, -7, 0, 3, 5, -3
- Cc1nc(N)sc1-c1csc(Nc2ccccc2)n1
 : 7, 6, 0, 20, -1, 3, 6, 0, 19, 19
- O=C(CCSCCC(=O)NCCN1CCOCC1)NCCN1CCOCC1
 : -6, 1, -1, 0, 10, 1, 8, 2, 14, 0
- O=C(CCCc1ccccc1)Nc1nncs1
 : -2, -6, 1, 0, 5, -13, 0, -4, 2, -2
- COc1cccc(OC)c1C(=O)Nc1ccc(NC(=O)c2ccco2)cc1
 : 5, -2, 2, -1, -1, -3, 3, 3, 5, 0
- CCN(CC)c1ccc2c(Nc3ccccc3)c(C=O)c(=O)oc2c1
 : 2, 1, 2, -1, 0, 7, 7, 4, -4, -3
- CC(C)(C)c1ccc(C(=O)NCc2nnc(SCC(=O)N3CCCc4ccccc43)n2-c2ccccc2)cc1
 : -1, -1, 2, 1, 2, 0, 2, -4, 5, -2
- Cc1cc(C)nc(N2CCC(C(=O)N(C)CCc3ccccc3)CC2)n1
 : 8, -11, 4, -3, ., 9, 1, 2, ., 5
- CCOc1ccc(C(=O)Nc2ccc3c(c2)C(=O)NC3=O)cc1
 : -4, -2, -2, 1, 0, -1, -7, -2, -2, 0
- CCOC(=O)C1CCCN(C(=O)c2cc3c(C)nc4ccccc4c3o2)C1 (stereo unspecified)
 : 7, -7, 3, -5, -4, 8, -9, 3, -4, 1
- Cc1ccc(CNC(=O)CN(c2cccc([N+](=O)[O-])c2)S(=O)(=O)c2ccccc2)cc1
 : 8, -17, 5, 4, 1, 6, -8, -5, -10, 2
- c1csc(CNc2nc(NCC3CCCCC3)c3sccc3n2)c1
 : 3, 22, 0, 0, -1, 0, 3, -5, ., -3
- Cc1nc(-c2ccccn2)sc1C(=O)O
 : -1, 0, -3, 1, 10, 2, 1, 1, -3, -3
- O=C(C1=C[C@H](C2CC2)C[C@H](OCCCCO)O1)N1CCOCC1
 : -2, 10, 0, 0, -4, -1, 3, 3, 1, -4
- CC(NC(=O)/C(=C/c1ccc2c(c1)OCO2)NC(=O)c1cccc([N+](=O)[O-])c1)C(=O)O (stereo unspecified)
 : 4, 3, -3, 5, 5, -2, 7, -3, 11, -2
- CCOC(=O)CN(c1cc([N+](=O)[O-])ccc1OC)S(C)(=O)=O
 : 2, -7, 1, -3, 10, 5, 2, 0, 5, -3
- Cc1ccc(-c2cnc(NC(=O)CCC(=O)N(C)Cc3ccccc3)n2C)cc1
 : 5, 14, -4, -9, 6, -2, -1, 4, 9, 2
- CCOC(=O)C1CCN(S(=O)(=O)c2ccc(CNC(=O)c3ccccc3)s2)CC1
 : 4, -4, 2, -5, 2, -2, -6, -3, 6, 1
- COCC(C)NC(=O)CCSc1nc(-c2ccc(OC)cc2)cc(C(F)(F)F)n1 (stereo unspecified)
 : 2, -17, 3, 0, 8, -7, -9, -3, -5, -3
- O=C(Nc1ccc(F)c(F)c1)C1CCN(S(=O)(=O)c2cccs2)CC1
 : 4, -8, 31*, 6, -4, 2, 0, -4, -14, 1

# 4 entries picked at random from those above:
# Each structure is followed by: MBD2 DNA inh, mABHD4 FP, UHRF1 MBD2 ctr, rCAG binder, TCR CD3 inh, GC-B act, SIAE primary, GC-A act, HTRA1 inhibitor, PRMT1 inh
- c1csc(CNc2nc(NCC3CCCCC3)c3sccc3n2)c1
 : 3, 22, 0, 0, -1, 0, 3, -5, ., -3
- CCOC(=O)CN(c1cc([N+](=O)[O-])ccc1OC)S(C)(=O)=O
 : 2, -7, 1, -3, 10, 5, 2, 0, 5, -3
- O=C(C1=C[C@H](C2CC2)C[C@H](OCCCCO)O1)N1CCOCC1
 : -2, 10, 0, 0, -4, -1, 3, 3, 1, -4
- O=C(Nc1ccc(F)c(F)c1)C1CCN(S(=O)(=O)c2cccs2)CC1
 : 4, -8, 31*, 6, -4, 2, 0, -4, -14, 1

# 5 compounds from above, arranged by the value under PRMT1 inh, lowest first:
smiles,PRMT1 inh
O=C(C1=C[C@H](C2CC2)C[C@H](OCCCCO)O1)N1CCOCC1,-4
c1csc(CNc2nc(NCC3CCCCC3)c3sccc3n2)c1,-3
CC(NC(=O)/C(=C/c1ccc2c(c1)OCO2)NC(=O)c1cccc([N+](=O)[O-])c1)C(=O)O (stereo unspecified),-2
O=C(Nc1ccc(F)c(F)c1)C1CCN(S(=O)(=O)c2cccs2)CC1,1
Cc1ccc(-c2cnc(NC(=O)CCC(=O)N(C)Cc3ccccc3)n2C)cc1,2

# Profiles, quoted from the list. Screens in order: MBD2 DNA inh	mABHD4 FP	UHRF1 MBD2 ctr	rCAG binder	TCR CD3 inh	GC-B act	SIAE primary	GC-A act	HTRA1 inhibitor	PRMT1 inh
# c1csc(CNc2nc(NCC3CCCCC3)c3sccc3n2)c1 across the screens: 3	22	0	0	-1	0	3	-5	.	-3
# COCC(C)NC(=O)CCSc1nc(-c2ccc(OC)cc2)cc(C(F)(F)F)n1 (stereo unspecified) across the screens: 2	-17	3	0	8	-7	-9	-3	-5	-3
